NOD2 inhibition = NOD2 signaling inhibitors, cell-based, luminescence, uHTS, HEK293 (AID 1566). 0.63% of 290,000 active. HEK293 NOD2/NF-kB luciferase reporter, luminescence; higher % means a stronger effect. inhibition, % at 4 µM; hits with a dose series show EC50 in µM; in the data active = inhibition above about 50%; note: many of its hits are not listed in these tables
NOD1 NF-kB reporter = inhibition of NOD1-driven NF-kB reporter – cell-based, luminescence, uHTS, primary screen (AID 1578); 1% of 290,000 active; NOD1-driven NF-kB luciferase reporter cells, luminescence; higher % means a stronger effect; one-dose inhibition, % at 4 µM; EC50 in µM for titrated hits; in the data active = inhibition mostly above about 36%, no sharp cut-off; inactive = mostly below about 34%;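 note: HEK-293T reporter cells stimulated with the NOD1 agonist gamma-tri-DAP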
Active calls of the source: *. Not all compounds are listed; rates above refer to the full screens.

NOD2 inhibition	NOD1 NF-kB reporter	mol
-4%	-18%	CC(=O)N(C)c1ccc(NC(=O)CCN2C(=O)c3ccccc3C2=O)cc1
18%	-16%	O=[N+]([O-])c1ccc(Oc2cc(NC3CCCCCCC3)c([N+](=O)[O-])cc2[N+](=O)[O-])cc1
23%	-4%	COCCC(=O)N1CCC(Oc2ccc(C(=O)N(C)Cc3cc(C)no3)cc2)CC1
4%	-30%	CN(Cc1ccccc1)C(=O)c1cccnc1
11%	-1%	Cn1nc(C(=O)N2CCN(c3ccc(Cl)cc3)CC2)c2c1-c1ccccc1S(=O)(=O)C2
8%	-6%	COc1cc(OC)c(OC)cc1/C=N/Nc1ccc(Cl)nn1
16%	-3%	COc1ccc(OC)c(/C=C2\SC(=S)N(NS(=O)(=O)c3ccc(C)cc3)C2=O)c1
-20%	14%	CCOC(=O)C1(Cc2ccccc2C)CCCN(C(=O)c2ccc(OC)o2)C1 (centres undefined)
4%	-10%	O=C(O)c1cccc(NC(=O)c2cccc(S(=O)(=O)Nc3cccc([N+](=O)[O-])c3)c2)c1
-4%	-44%	CN(Cc1cccnc1)C(=O)c1ccc2nc(Cc3ccccc3F)oc2c1
-16%	8%	COCCCNC(=O)c1cn(-c2cccc(OC)c2)c(=O)c2ccccc12
2%	-19%	CC(=O)N1c2ccc(S(=O)(=O)N3CCC(C(=O)NCc4ccc(N(C)C)cc4)CC3)cc2CC1C (centres undefined)
1%	4%	COc1ccccc1OCCn1c(SCC(N)=O)nc2ccccc21
-18%	-26%	O=C(NCC(O)c1ccc([N+](=O)[O-])cc1)C(c1ccccc1)c1ccccc1 (centres undefined)
-29%	-61%	CCOC(=O)c1c(SCC(=O)Nc2nccs2)nc(C)c(C)c1C
12%	1%	CCN(C(=O)Cn1c(=O)oc2ccccc21)c1ccc(C)c(C)c1
11%	2%	NC(=O)CC(NC(=O)Cc1ccc(Br)cc1)c1ccc(NCCN2CCCCC2)c([N+](=O)[O-])c1 (centres undefined)
15%	24%	Cc1ccc(NC(=O)CC(C)CC(=O)NCc2ccccc2)cc1Cl (centres undefined)
8%	-23%	COC(=O)c1ccc(NC(=O)c2cc[n+](Cc3ccccc3)cc2)cc1
17%	-1%	CCOc1ccc(-c2[nH]ncc2-c2ccc(Cl)cc2)c(O)c1

(next part)
NOD2 inhibition	NOD1 NF-kB reporter	mol
16%	-3%	CCN=C1S/C(=C/c2ccc(-c3ccc(Cl)cc3C(=O)O)o2)C(=O)N1CC
7%	-32%	Cc1cccc(/C=N/NC(=O)c2ccc(NC(=O)c3cccc(Cl)c3)cc2)n1
0%	0%	Cc1ccccc1OCC(O)CN1CCN(CC(O)COc2ccccc2C)C(C)C1 (centres undefined)
-2%	7%	O=C(NCc1ccco1)/C(=C/c1ccc(F)cc1)NC(=O)c1ccccc1
21%	-68%	Cc1ccc2nc(CCc3nc4ccc(C)cc4[nH]3)[nH]c2c1
17%	8%	COc1ccc(N(C)C(=O)C2CCCN2S(=O)(=O)c2cccc3nsnc23)cc1 (centres undefined)
24%	-14%	CC1(C)Cc2c(sc(NC(=O)C(=O)N3CCCCC3)c2C(N)=O)CO1
-3%	-15%	CC(=O)Nc1cccc(NC(=S)Nc2cccc3ccccc23)c1
27%	1%	CC(=O)N/C(=N\c1nc(C)cc(C)n1)Nc1ccccc1Cl
-4%	-9%	Cc1cccc(N2CCN(C(C)C(=O)N3CCc4ccccc43)CC2)c1C (centres undefined)
5%	9%	CCc1ccc(N(C(=O)c2csnn2)C(C(=O)NC2CCCC2)c2cccnc2)cc1 (centres undefined)
22%	-10%	COc1cc(NC(=O)c2ccc(Cl)cc2)c2ncccc2c1
14%	4%	Cc1cc(C)c(S(=O)(=O)c2cccc(Cl)c2)c(=O)[nH]1
2%	-16%	COc1ccc(OC)c(NC(=O)c2oc3ccccc3c2NC(=O)C2CC2)c1
10%	-14%	COc1cccc(NC(=O)c2cccc(C(=O)Nc3cccc(OC)c3)c2)c1
16%	-16%	COc1ccc(CC(NC(C)=O)C(=O)NC2CCN(C(=O)C3CCCCC3)CC2)c(OC)c1 (centres undefined)
12%	-15%	CCOc1cc(/C=C2/C(=N)N3C(=NC2=O)SN=C3S(C)(=O)=O)ccc1OS(=O)(=O)c1ccccc1
9%	-36%	Cc1cc(C(=O)N2CCCc3ccccc32)ccc1[N+](=O)[O-]
-31%	35%	COc1ccc(/C=N/NC(=O)c2cc(C)oc2C)cc1OCc1ccccc1
2%	-9%	COc1cc2cc(C(=O)N3CCc4ccccc4C3)[nH]c2cc1OC

(next part)
NOD2 inhibition	NOD1 NF-kB reporter	mol
-1%	38%	CCOc1ccc(C(C(=O)NCC2CCCO2)N(Cc2ccccc2)C(=O)c2snc(C(N)=O)c2N)cc1 (centres undefined)
-4%	-37%	O=C(Cn1c(=O)cnc2ccccc21)Nc1ccccc1N1CCOCC1
10%	-32%	N#Cc1cc2ccccc2nc1SCC(=O)NC1CC1
-15%	-26%	COc1cccc(C(=O)NC23CC4CC(CC(C4)C2)C3)c1
0%	-13%	COc1ccc(Cl)cc1Nc1nc(-c2cccnc2)cs1
6%	-6%	Cn1ncc([N+](=O)[O-])c1C(=O)Nc1ccccc1
-1%	-2%	COc1ccc(CN2CCC(n3nccc3NC(=O)C3CC3)CC2)cc1O
9%	-22%	CCN1CCN(C(=O)c2ccc(CS(=O)(=O)Cc3ccccc3C)o2)CC1
-12%	-36%	Cc1[nH]c(C)c(S(=O)(=O)N2CCN(c3ccccc3)CC2)c1C(=O)N1CCCC1
-10%	6%	CCOc1ccc(CNC(=O)c2cccc(NC(=O)C3=C(C)OCCS3)c2)cc1
4%	15%	Cc1ccc2cc(C#N)c(N3CCN(C(=O)c4ccccc4)CC3)nc2c1
-5%	-12%	CCC(C)(C)NC(=O)C(c1ccc(OC)cc1)N(Cc1ccc(OC)cc1)C(=O)CCC(=O)Nc1cc(C)on1 (centres undefined)
15%	-21%	Cc1coc2c(C)c3oc(=O)c(CCC(=O)N4C[C@H]5C[C@@H](C4)c4cccc(=O)n4C5)c(C)c3cc12
13%	-16%	COC(=O)c1cccc(N(C(=O)CNC(=O)c2cccs2)C(C(=O)NCC2CCCO2)c2ccc(OC)c(OC)c2)c1 (centres undefined)
4%	-9%	Brc1cccc(CN2CCN(c3ncccn3)CC2)c1
14%	-3%	COc1cc(OC)cc(C(=O)N[C@H](C(=O)NCc2ccc(F)cc2)C(C)C)c1
3%	-2%	CN(c1ccc(C(=O)NCc2cccnc2)cc1)S(=O)(=O)c1ccc(Cl)cc1
11%	-12%	Cc1ccc(C)c(NS(=O)(=O)c2ccc3c(c2)NC(=O)CO3)c1
11%	-29%	COc1cc(/C=C/[N+](=O)[O-])ccc1OC(=O)/C=C/c1ccc(F)cc1
-18%	1%	O=C(NCC1CCCO1)c1cc2cc(F)ccc2[nH]1 (centres undefined)

Other records.
NOD2 inhibition	NOD1 NF-kB reporter	mol
11%	-2%	Cc1ccc(C)c(S(=O)(=O)N2CCCOC2CNC(=O)C(=O)NC2CCCC2)c1 (centres undefined)
-1%	0%	Cc1cc(C)cc(NC(=O)C2CCN(C(=O)c3cccs3)CC2)c1
-23%	-19%	CCOc1ccccc1NC(=O)c1ccc2[nH]c(C)c(C)c2c1
6%	-15%	CC(C)C(NC(=O)c1c(F)cccc1F)C(=O)NC1CC(C)(C)NC(C)(C)C1 (centres undefined)
-9%	-24%	COc1ccccc1CCC(=O)OCC(=O)NC1CCCCC1
-4%	-7%	Cc1oc2cc3oc(=O)c(CC(=O)NCCCC(=O)O)c(C)c3cc2c1C
-20%	28%	COCCN(CCOC)C(=O)CN1C(=O)NC(Cc2c[nH]c3ccccc23)C1=O (centres undefined)
15%	2%	C=CCOc1ccc(/C=N/NC(=O)C(=O)N2CCCCCC2)cc1OC
-18%	1%	CC(C)c1ccc(CNCCCSc2ncccn2)cc1
7%	-33%	Cc1cc(NC(=O)CCC(=O)N(CC(=O)NCC2CCCO2)c2ccc(Cl)c(Cl)c2)no1 (centres undefined)
22%	2%	CCn1c(O)c(N=NC(=O)CNC(=O)c2ccccc2F)c2ccccc21
73%*	-7%	CC(O)c1cccc(NC(=O)Nc2cccc(NC(=O)Nc3cccc(C(C)O)c3)c2)c1 (centres undefined)
18%	-20%	CCN1CCN(C2=C(NS(=O)(=O)c3ccc(NC(C)=O)cc3)C(=O)c3ccccc3C2=O)CC1
7%	-12%	Cc1cc(C)cc(-n2ncc3c2CCCC3NC(=O)C2(C(N)=O)CC2)c1 (centres undefined)
-28%	-2%	Cc1ccc(-c2nc3ncccc3o2)cc1N
0%	-16%	O=C(CN1C(=O)c2ccccc2C1=O)Nc1ccccc1C(F)(F)F
-16%	-17%	CCOc1ccc(C(C)=O)cc1CN1C(=O)NC2(CCCCCC2)C1=O
4%	-20%	Cc1csc(NC(=O)CSc2sc3c(O)cc(=O)[nH]c3c2C#N)n1
-18%	-34%	CCN1C(=NCC2CC2)N[C@@H](c2cccc(C(F)(F)F)c2)C(C(=O)OC)=C1C
-6%	0%	CCOc1ccccc1NC(=O)COC(=O)C1CC(=O)N(c2c(C)cccc2C)C1 (centres undefined)

Following part
NOD2 inhibition	NOD1 NF-kB reporter	mol
5%	-28%	CC(=O)Nc1ccc(NC(=O)C2CCCN2C(=O)NC2CCCCC2)cc1 (centres undefined)
3%	-25%	COC(=O)C(Cc1ccc(O)cc1)NC(=O)CCNC(=O)c1ccco1 (centres undefined)
0%	-29%	Cc1ccc(CNC(=O)[C@@H](NC(=O)C2CCN(C(=O)[C@@H](N)CC(C)C)CC2)C(C)C)cc1
15%	0%	CCOC(=O)C(Cc1ccccc1)(Cc1ccccc1)C(C)=O
26%	22%	CCn1c(=O)c2sccc2n(Cc2cccc(C)c2)c1=O
4%	-25%	CCCCCNC(=O)Cn1c(=O)c2c(ncn2CC(C)C)n(Cc2ccccc2)c1=O
-5%	-19%	CCCC[C@H]1COCCS(=O)(=O)N1Cc1cccc(F)c1
3%	-16%	Cc1cccc(NS(=O)(=O)c2ccc3c(c2)CCC(=O)N3)c1
-52%	-19%	O=C(CN1C(=O)S/C(=C\c2cccc(Cl)c2)C1=O)NCCCn1ccnc1
8%	-4%	COc1ccc(CCNC(C)C(=O)Nc2ccc(S(N)(=O)=O)cc2)cc1 (centres undefined)
1%	-23%	CC(=O)N/N=C(/c1ccccc1)C(O)c1ccccc1 (centres undefined)
13%	-7%	COc1ccc(N2CCN(C(=O)c3ccccc3N(C)S(=O)(=O)c3ccc(C)cc3)CC2)cc1
8%	-23%	COc1ccc(CN2C(=O)c3cccnc3C2=O)cc1S(=O)(=O)N1CCCC(C)C1 (centres undefined)
-3%	-33%	COc1ccccc1C(=O)Nc1cc(C)on1
-9%	-19%	CN=C1S/C(=C\c2ccc(SC)cc2)C(=O)N1C
-5%	-26%	CC1CCCCN1CCCNC(=O)c1nn(C)c2c1CSc1ccccc1-2 (centres undefined)
11%	3%	CC1(c2ccc3ccccc3c2)NC(=O)N(CC(N)=O)C1=O (centres undefined)
-18%	-207%	Cc1c(OCC(=O)Nc2cccnc2)ccc2c3c(c(=O)oc12)CCC3
5%	-11%	Cc1ccc(CN2CCN(C(=O)CCC(=O)Nc3nnc(C(C)C)s3)CC2)c(C)c1
4%	1%	CCCn1c2ccccc2c2cnn(CC(=O)O)c(=O)c21

15 structures from above, ordered by molecular weight, low to high:
NOD2 inhibition	NOD1 NF-kB reporter	mol
-9%	-19%	CN=C1S/C(=C\c2ccc(SC)cc2)C(=O)N1C
4%	1%	CCCn1c2ccccc2c2cnn(CC(=O)O)c(=O)c21
11%	3%	CC1(c2ccc3ccccc3c2)NC(=O)N(CC(N)=O)C1=O (centres undefined)
15%	0%	CCOC(=O)C(Cc1ccccc1)(Cc1ccccc1)C(C)=O
-5%	-19%	CCCC[C@H]1COCCS(=O)(=O)N1Cc1cccc(F)c1
3%	-16%	Cc1cccc(NS(=O)(=O)c2ccc3c(c2)CCC(=O)N3)c1
-18%	-207%	Cc1c(OCC(=O)Nc2cccnc2)ccc2c3c(c(=O)oc12)CCC3
5%	-28%	CC(=O)Nc1ccc(NC(=O)C2CCCN2C(=O)NC2CCCCC2)cc1 (centres undefined)
8%	-4%	COc1ccc(CCNC(C)C(=O)Nc2ccc(S(N)(=O)=O)cc2)cc1 (centres undefined)
-5%	-26%	CC1CCCCN1CCCNC(=O)c1nn(C)c2c1CSc1ccccc1-2 (centres undefined)
-52%	-19%	O=C(CN1C(=O)S/C(=C\c2cccc(Cl)c2)C1=O)NCCCn1ccnc1
4%	-25%	CCCCCNC(=O)Cn1c(=O)c2c(ncn2CC(C)C)n(Cc2ccccc2)c1=O
8%	-23%	COc1ccc(CN2C(=O)c3cccnc3C2=O)cc1S(=O)(=O)N1CCCC(C)C1 (centres undefined)
5%	-11%	Cc1ccc(CN2CCN(C(=O)CCC(=O)Nc3nnc(C(C)C)s3)CC2)c(C)c1
0%	-29%	Cc1ccc(CNC(=O)[C@@H](NC(=O)C2CCN(C(=O)[C@@H](N)CC(C)C)CC2)C(C)C)cc1

Continued.
NOD2 inhibition	NOD1 NF-kB reporter	mol
3%	-20%	Cc1ccc(N(C(=O)c2csnn2)C(C(=O)NCc2ccccc2)c2cccnc2)cc1 (centres undefined)
-52%	-13%	COc1cc(SC)ccc1C(=O)Nc1ccc2c(c1)CCC2
12%	-3%	O=C(O)c1cccc(S(=O)(=O)N(Cc2ccccc2)c2ccc(Cl)cc2)c1
24%	-15%	O=C(O)c1ccc(Nc2nc(-c3ccc([N+](=O)[O-])cc3)nc3ccccc23)cc1
-14%	-23%	CCOC(=O)N1CCN(Cc2nnc(-c3ccccc3C)o2)CC1
-15%	16%	CS(=O)(=O)Nc1cc2c3c(c1)CCC(=O)N3CCC2
7%	-13%	Cc1cc(C)cc(NC(=O)c2cc(S(=O)(=O)N3CCCC3)cn2C)c1
8%	-1%	COc1ccccc1P(=O)(Cc1ccccc1)c1ccccc1 (centres undefined)
7%	-39%	Cc1cccc(C)c1OCC(=O)NNC(=O)CCNC(=O)c1ccc(Br)cc1
-33%	-49%	CCCCc1ccc(NC(=O)Nc2cccnc2)cc1
-5%	-36%	COc1ccc(S(=O)(=O)N(Cc2ccccc2)c2ccccc2C(=O)O)cc1

Source: PubChem (Sanford-Burnham Center for Chemical Genomics)
